Kir21 block: inhibitors of mouse Kir2.1 inward-rectifier potassium channel | Inward rectifier potassium channel 2 (Mus musculus), P35561 | 310,000 tested, 0.85% active | B-score at 10 µM | HEK293-Kir2.1, FluxOR thallium flux fluorescence; hits give low values | AID 1672, 2009;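 active = fluorescence ratio B-score at or below minus 3 SD of library scores, with starting-brightness B-score within 2 SD, cut at about -4.2 in these data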;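 note: channel flux triggered by added potassium and thallium sulfate stimulus; B-score of peak minus minimum fluorescence over baseline after thallium stimulus; more negative B-score means stronger Kir2.1 block with less thallium influx; some compounds called inactive have numbers as strong as hits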
Target sequence (P35561 whole entry, looked up): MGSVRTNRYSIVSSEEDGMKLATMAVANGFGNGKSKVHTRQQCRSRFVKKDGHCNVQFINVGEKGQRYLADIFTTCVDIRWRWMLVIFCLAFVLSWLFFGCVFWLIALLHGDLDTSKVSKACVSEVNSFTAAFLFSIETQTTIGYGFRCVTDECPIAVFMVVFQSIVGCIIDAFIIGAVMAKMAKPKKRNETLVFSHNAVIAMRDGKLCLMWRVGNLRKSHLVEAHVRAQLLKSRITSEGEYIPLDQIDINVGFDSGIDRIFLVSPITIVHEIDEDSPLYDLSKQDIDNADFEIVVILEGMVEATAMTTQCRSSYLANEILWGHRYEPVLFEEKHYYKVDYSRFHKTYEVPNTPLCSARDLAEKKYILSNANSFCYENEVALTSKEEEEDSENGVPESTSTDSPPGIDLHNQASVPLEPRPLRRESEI
CHT inh: inhibitors of human choline transporter CHT; 310,000 tested, 0.86% active; B-score at 10 µM; CHT-expressing cells, membrane potential dye, choline response; hits give low values; High affinity choline transporter 1 (Homo sapiens), Q9GZV3;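 active = B-score over 3 SD under the library average, and starting fluorescence ratio not unusually high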;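 note: choline stimulus applied at its EC90 after an EC20 pre-addition; B-score computed on integrated fluorescence ratio after choline addition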
Target sequence (Q9GZV3 whole entry, looked up): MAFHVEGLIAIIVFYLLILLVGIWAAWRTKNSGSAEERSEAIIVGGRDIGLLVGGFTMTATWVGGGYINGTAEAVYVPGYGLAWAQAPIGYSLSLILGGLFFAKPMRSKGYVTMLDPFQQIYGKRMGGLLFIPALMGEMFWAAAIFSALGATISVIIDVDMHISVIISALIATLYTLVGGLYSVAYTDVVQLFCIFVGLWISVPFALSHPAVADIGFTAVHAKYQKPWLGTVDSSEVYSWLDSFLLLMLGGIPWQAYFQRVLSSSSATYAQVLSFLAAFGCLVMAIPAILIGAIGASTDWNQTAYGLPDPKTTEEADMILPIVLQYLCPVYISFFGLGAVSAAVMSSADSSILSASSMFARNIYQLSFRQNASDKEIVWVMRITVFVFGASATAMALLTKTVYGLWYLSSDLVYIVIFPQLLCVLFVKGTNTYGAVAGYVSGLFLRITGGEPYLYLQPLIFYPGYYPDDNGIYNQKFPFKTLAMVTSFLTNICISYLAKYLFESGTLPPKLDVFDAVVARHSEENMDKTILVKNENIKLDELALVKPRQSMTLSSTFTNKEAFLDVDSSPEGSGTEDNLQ
* = called active by the depositor; i = inactive; . = no result given.

Values in the order – Kir21 block | CHT inh
CCc1cc(C(=O)O)c(NC(=O)/C=C/c2ccc(OC)cc2)s1
 : 0.42 | i
COC(=O)CN(c1nc(C)c(Br)c(OC)n1)S(=O)(=O)c1ccccc1
 : -5.5* | i
O=C(NNC(=O)C12CC3CC(CC(C3)C1)C2)c1ccccn1
 : -0.09 | i
Cc1c(CC(=O)O)c(=O)oc2cc3occ(-c4ccccc4)c3cc12
 : 0.74 | i
COc1cc2cc(CN(Cc3cccs3)C(=S)Nc3cccc(C)c3)c(=O)[nH]c2cc1OC
 : 0.82 | i
O=C(NC(=S)Nc1ccc(CN2CCOCC2)cc1)c1cccc([N+](=O)[O-])c1
 : -2.5 | i
CC1(C)CC(=O)C(C=NCCN2CCN(C3CC(=O)N(c4ccc(Cl)c(Cl)c4)C3=O)CC2)=C(O)C1 (stereo not given)
 : -0.05 | i
CCn1c(SCC(=O)Nc2ccc(S(N)(=O)=O)cc2)nnc1-c1ccccc1OC
 : 0.15 | i
Clc1ccc(OCCCc2nc(-c3ccncc3)no2)c(Cl)c1
 : -0.01 | i
COc1ccc(OC)c2c1sc(=NC(=O)c1cccc(N3C(=O)CCC3=O)c1)n2C
 : 0.28 | i
Cc1cccc(N2CCN(S(=O)(=O)c3c(C(=O)N4CCCCC4)c(C)n(C)c3C)CC2)c1C
 : -0.12 | i
NC(=O)COC(=O)CCCSc1nc2ccccc2s1
 : 0.21 | i
COc1ccc(S(=O)(=O)/N=C2/NC(=O)/C(=C\c3cc(OC)c(OC)cc3[N+](=O)[O-])S2)cc1
 : 0.46 | i
O=C(NCCc1cccc(Cl)c1)c1cc2ccccc2oc1=O
 : 1.6 | i
COc1cc(/C=N/N2CCOCC2)ccc1OC(=O)c1ccco1
 : 0.92 | i
COc1cc(OC)cc(-c2nc(SCC(=O)Nc3ccccc3F)n[nH]2)c1
 : 1.4 | i
Cc1ccc2oc(-c3cccc(NC(=O)Cn4cnc5c(=O)n(C)c(=O)n(C)c54)c3)nc2c1
 : -2.7 | i
Cc1ccc(OCc2nc(-c3ccccn3)no2)cc1
 : -1.4 | i
Cc1cc(=O)[nH]c(N/N=C/C=C/c2ccccc2)n1
 : 1.8 | i
C#CCN1C(=O)S/C(=C\c2ccc(-c3ccc(C(=O)O)cc3C)o2)C1=O
 : -0.56 | i

Compound profiles, from the list above.
`Cc1ccc(OCc2nc(-c3ccccn3)no2)cc1` across the screens: Kir21 block = -1.4; CHT inh = i
`COc1cc(/C=N/N2CCOCC2)ccc1OC(=O)c1ccco1` across the screens: Kir21 block = 0.92; CHT inh = i

(further entries)
Values in the order – Kir21 block | CHT inh
CC(=O)N1N=C(c2ccc(Br)cc2)OC1(C)CC(=O)Nc1ccccc1 (stereo not given)
 : -2.2 | i
O=C(Cc1ccccc1)Nc1c2c(nn1-c1cccc(Cl)c1)CS(=O)(=O)C2
 : 0.13 | i
Cc1cc(OCC(=O)N(C)C)c2c(-c3ccccc3)cc(=O)oc2c1
 : 1.5 | i
CC1(C(=O)N(CC(=O)NC2CCCC2)Cc2ccco2)CC(=O)N=C2C=CC=CN21 (stereo not given)
 : -0.01 | i
Cc1ccc(-c2c3c(=O)n(C)c(=O)n(C)c3cn2Cc2ccccn2)cc1
 : 1.2 | i
CCOc1cc(/C=C(\C#N)C(=O)Nc2ccccn2)ccc1O
 : 2.1 | i
Nc1ccc2nc(SCC(=O)N3CCOCC3)sc2c1
 : 1.8 | i
COc1ccc(OC)c(NC(=O)c2c3c(nc4ccccc24)CCC3)c1
 : -1.4 | i
O=C(NCCC1=CCCCC1)c1cc(-c2ccccn2)nc2ccccc12
 : -0.02 | i
N#CC(c1ccccc1)c1ccc2c(C(F)(F)F)cc(C(F)(F)F)nc2n1 (stereo not given)
 : 0.42 | -5.5*
O=C(O)c1cc(-c2ccc(Cl)cc2)n(-c2ccccc2)n1
 : 0.11 | i
Cc1ccc(C(=O)N[C@H](C(=O)OCc2cc(=O)oc3cc(C)ccc23)C(C)C)cc1
 : -1.3 | i
COc1ccccc1NC(=O)CCCC(=O)OCC(F)(F)C(F)F
 : 1.4 | i
CC(=O)c1cccc(NC(=O)COC(=O)C2=COCCO2)c1
 : -0.27 | i
S=C(NCc1ccco1)N1CCC(c2nc3ccccc3o2)CC1
 : -0.83 | i
CC1CN(c2oc(-c3ccccc3Cl)nc2C#N)CC(C)O1 (stereo not given)
 : -0.02 | i
CCCCCOC(=O)CSc1n[nH]c(=O)[nH]c1=O
 : -0.48 | i
CC(=O)c1sc2ccccc2c1OC(=O)c1ccco1
 : 0.77 | i
O=C(CCCCCN1C(=O)CCC1=O)Nc1ccc(Cl)c(C(F)(F)F)c1
 : -0.53 | i
Cc1cc(C)c2c(CN3CCN(C)CC3)cc(=O)oc2c1
 : -1.1 | i
CCOC(=O)C1CCN(S(=O)(=O)c2ccc3c(c2)CCN3C(C)=O)CC1
 : 0.65 | i
O=C(COC(=O)Cc1n[nH]c(=O)c2ccccc12)Nc1cccc(C(F)(F)F)c1
 : -1.4 | i
COc1ccccc1-n1c(SCC(=O)N2CCc3ccccc32)nc2c(c1=O)SCC2
 : 2 | i
O=C(NC1CCCCC1)C(c1ccc2ncccc2c1)N(Cc1ccccc1)C(=O)c1ccc2c(c1)OCCO2 (stereo not given)
 : -0.69 | -6.7*
Cn1c(=O)n(C)c2cc([N+](=O)[O-])c(N3CCN(C(=O)c4cccc(Cl)c4)CC3)cc21
 : -0.04 | i
OCC1(Cc2ccccc2)CCN(Cc2cnn(-c3ccccc3F)c2)CC1
 : 1.9 | i
Cc1ccc(S(=O)(=O)N2CCC(C(=O)Nc3ccccc3N3CCCC3)CC2)c(C)c1
 : -1.6 | i
Cc1ccc(-c2nnc3n2N=C(c2ccc(Br)cc2)CS3)cc1
 : 1.4 | i
CCc1noc(C)c1C(=O)Nc1nc(-c2cccs2)cs1
 : -1.6 | i
O=C(/C=C/c1ccco1)NC(=S)Nc1ccc(N2CCCC2)cc1
 : 0.93 | i
On1c(-c2ccc(Cl)cc2Cl)nc2ncccc21
 : -0.62 | i
Cc1csc2nc(CNS(=O)(=O)c3cccnc3)cn12
 : -0.59 | i
COc1ccc(COC(=O)C2CCN(S(=O)(=O)c3ccc(Cl)cc3)CC2)cc1
 : 0.56 | i
O=C(NC(Cc1ccccc1)C(=O)O)/C(=C\c1ccccc1)NC(=O)c1ccc(Br)o1 (stereo not given)
 : -0.04 | i
O=C(Nc1ccc(NC(=S)NC(=O)c2ccccc2F)cc1)c1cccs1
 : -0.03 | i
Nc1nc(SCC(=O)N2CCOCC2)n[nH]1
 : -0.12 | i
CCCCNC(=O)c1cc2c(=O)n3cccc(C)c3nc2s1
 : -1.3 | i
O=C(CN1CCN(C/C=C/c2ccccc2)CC1)Nc1cc([N+](=O)[O-])ccc1Cl
 : 0.67 | i
O=C(Cc1coc2cc3c(cc12)CCC3)NC1CCCCCCC1
 : 1.7 | i
CCN(CC)c1ccc(S(=O)(=O)N2CCOCC2)cc1NC(=O)CN1CCN(Cc2ccccc2)CC1
 : 0.38 | i
COc1ccc(-c2noc(N3CCC(C(=O)NCc4ccc(F)cc4)CC3)n2)cc1
 : 0.89 | i
COc1ccc(NC(=O)CSCC(=O)NC2(C)CCS(=O)(=O)C2)cc1 (stereo not given)
 : 0.96 | i
COc1ccc(NS(=O)(=O)c2cc(NC(=O)CCSc3ccccc3)ccc2OC)cc1
 : 0.11 | i
CCOc1ncccc1C(=O)Nc1cc(S(=O)(=O)N2CCOCC2)ccc1N1CCCC1
 : -0.04 | i
COc1ccc(NC(=O)C2CCC(CNc3c(N4CCC(C)CC4)c(=O)c3=O)CC2)cc1OC (stereo not given)
 : -0.05 | i
COc1ccc(C(=O)c2c(C)oc3cc([N+](=O)[O-])c(O)c([N+](=O)[O-])c23)cc1
 : 0.31 | i
COc1ccc(C2(C)NC(=O)N(CC(=O)Nc3ccc(C)cc3Br)C2=O)cc1OC (stereo not given)
 : -0.68 | i
COc1ccc(CCN=CC2=C(O)CCCC2=O)cc1OC
 : 0.81 | i
O=C(NCc1nnc(SCc2ccc(F)cc2)n1-c1ccc(F)cc1)C12CC3CC(CC(C3)C1)C2
 : -1 | i
Cc1ccc(O)c(C(=O)c2cnn(C(=O)COc3ccc(Cl)cc3)c2)c1
 : 0.43 | i
Cc1cc(C(=O)Nc2c(F)cc(F)cc2Br)c(C)o1
 : 0.74 | i
Cc1ccc(CS(=O)(=O)c2nc3c(c(N(C)C)n2)CCCC3)cc1
 : -0.46 | i
CCOC(=O)C1CCCN(C(=O)COC(=O)c2cc(=O)c3ccccc3o2)C1 (stereo not given)
 : 1.2 | i
CCCn1c2ccccc2c2cnn(CC(=O)NCCCN3CCCCC3)c(=O)c21
 : -1.3 | -9.3*
CCOC(=O)c1cc(-c2cccc(C(F)(F)F)c2)nc2nc(SC)[nH]c(=O)c12
 : 1 | i
CC(C)C(C)NC(=O)COc1ccc(OCc2ccccc2)cc1 (stereo not given)
 : 1.8 | i
N#Cc1cccc(NCC(=O)Nc2ccc3c(c2)OCCO3)c1
 : -1.9 | i
O=C(NC1CCCCC1)C(c1ccc(F)cc1)N(C(=O)c1cccs1)c1ccc2c(c1)OCO2 (stereo not given)
 : -0.34 | i
Cc1cccc2sc(NC(=O)c3cc(S(=O)(=O)N(C)C)ccc3N3CCCC3)nc12
 : -0.1 | i
CCOCCCN(C(=O)Cn1nnc(-c2ccc(C)o2)n1)C(C(=O)NC1CCCC1)c1ccco1 (stereo not given)
 : 1.4 | i

Further entries follow.
Values in the order – Kir21 block | CHT inh
COc1ccc2nc(NC(=O)CNS(=O)(=O)c3cccs3)sc2c1
 : 0.02 | i
CCN(CC)c1nc(-c2nn[nH]n2)nc(N(CC)CC)n1
 : -0.17 | i
O=C(NC(Cc1ccccc1)C(=O)OCC(=O)N1CCc2ccccc21)c1ccco1 (stereo not given)
 : 1.2 | i
NS(=O)(=O)c1ccc(CCNC(=O)CN2CCN(c3cccc(Cl)c3)CC2)cc1
 : -3 | i
CCN(CC)c1ccc(/C=N/NC(=O)c2cccc(S(=O)(=O)N3CCOCC3)c2)cc1
 : 1.8 | i
CS(=O)(=O)c1ccc2nc(NC(=O)Cc3ccccc3)sc2c1
 : 1.6 | i
O=C(COC(=O)c1ccc([N+](=O)[O-])cc1)NC1CCCC1
 : -0.9 | i
Cc1c(C(O)CN2CCN(Cc3ccc4c(c3)OCO4)CC2)c2ccccc2n1C (stereo not given)
 : 0.45 | i
COc1cc(C(=O)Nc2cc3c(cc2N2CCCCC2)n(C)c(=O)n3C)cc(OC)c1OC
 : 0.2 | i
COc1ccc(Cl)cc1NC(=O)CCNC(=O)OCc1ccccc1
 : -1.2 | i
O=C1C2C(C(=O)N1/N=C/c1cc([N+](=O)[O-])ccc1O)C1C=CC2C12CC2 (stereo not given)
 : -0.76 | i
Cc1ccc(-c2nn(-c3ccccc3)cc2C(=O)N2CCN(c3ccccn3)CC2)cc1
 : 1 | i
O=C(Cc1ccc2c(c1)CCCC2)Nc1ccc2ccccc2c1
 : 0.24 | i
Cc1ccc(-c2nnc(SCC(=O)NC(=O)Nc3ccc(C)cc3C)n2N)cc1
 : 0.82 | i
CCCNC(=O)C1CCN(c2nc(C)cc(C)n2)CC1
 : -0.14 | i
O=C(Cc1ccc(O)cc1)N/N=C/c1cccs1
 : -0.05 | i
COc1ccccc1-c1c(C)nn2c(N3CCC(C(N)=O)CC3)cc(C)nc12
 : -0.61 | i
CCOC(=O)c1c(C)[nH]c(C)c1C(=O)COC(=O)/C=C/c1cccc(F)c1
 : -1.5 | i
COc1ccc(CNC(=O)COC(=O)CCCOc2ccc(Cl)cc2Cl)cc1
 : 0.04 | i
O=C(CSc1ccc2ccccc2c1)Nc1ncccn1
 : -3.2 | i

2 entries from above in another layout.
Kir21 block	CHT inh	Compound
-0.69	-6.7*	O=C(NC1CCCCC1)C(c1ccc2ncccc2c1)N(Cc1ccccc1)C(=O)c1ccc2c(c1)OCCO2 (stereo not given)
0.92	i	COc1cc(/C=N/N2CCOCC2)ccc1OC(=O)c1ccco1

Following part
Values in the order – Kir21 block | CHT inh
O=C(/C=C/c1ccccc1)OCCCN=C1NS(=O)(=O)c2ccccc21
 : 0.84 | i
C=CCOc1ccc(CN(C)CC(=O)Nc2ccc3c(c2)CCC3)cc1
 : -0.32 | i
CCC(=O)Nc1ccccc1-c1nnn(CC(=O)N2c3ccccc3CC2C)n1 (stereo not given)
 : -1.9 | i
N#CC1(NC(=O)CN2CCc3ccccc3C2)CCCC1
 : 0.86 | i
COc1ccc(CNC(=O)Cn2nc(C(F)(F)F)c(Br)c2C)cc1
 : 1.1 | i
COc1cc(C(=O)O)ccc1O
 : 1.7 | i
O=C1CN2NC(=S)N(c3ccccc3)C2=CN1c1ccc(Cl)cc1
 : -0.15 | i
COc1ccc(CC(=O)Nc2ccc(S(=O)(=O)N(C)C)cc2)cc1OC
 : -0.29 | i
COCCCNC(=O)c1cc2c(=O)n(C)c3ccccc3c2n1C
 : -0.85 | i
Cc1ccn(S(=O)(=O)c2ccc(C(C)(C)C)cc2)n1
 : 0.15 | i
O=C(Nc1ccccc1)c1ccc(-c2ccccc2C(F)(F)F)o1
 : . | i
CCOC(=O)c1nnsc1NC(C)=O
 : 1.1 | i
CCC(=O)Nc1ccc(NC(=O)Cc2ccccc2)cn1
 : 1.6 | i
Cc1cccc2[nH]c(CCNC(=O)C3CCC(=O)N(CCc4cccc(F)c4)C3)nc12 (stereo not given)
 : 0.01 | i
COc1ccc(O)c(CN2CCN(CCc3ccccc3)C(CCO)C2)c1 (stereo not given)
 : 0.01 | i
COc1ccccc1CCC(=O)OCC(=O)Nc1ccc2[nH]c(=O)[nH]c2c1
 : 1.1 | i
CCOCCCNC(=O)C1c2ccccc2C(=O)N2CCc3ccccc3C12 (stereo not given)
 : -1.2 | i

Screening results deposited in PubChem BioAssay by Johns Hopkins Ion Channel Center.
